SRC1 inh = human NCOA1 inhibition; AID 588354; inhibition, % at 3.6 µM; actives 0.12% (n = 360,000); Q15788; HEK293 GAL4-SRC1 luciferase reporter, luminescence;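 active = inhibition above the campaign mean plus 3 SD, with each screening campaign given its own cutoff, cut at about 60% in these data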;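 also: 0% = DMSO treated cells and 100% = gossypol at 36 µM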
Target sequence (Q15788 whole entry, looked up, the tested form may be a part): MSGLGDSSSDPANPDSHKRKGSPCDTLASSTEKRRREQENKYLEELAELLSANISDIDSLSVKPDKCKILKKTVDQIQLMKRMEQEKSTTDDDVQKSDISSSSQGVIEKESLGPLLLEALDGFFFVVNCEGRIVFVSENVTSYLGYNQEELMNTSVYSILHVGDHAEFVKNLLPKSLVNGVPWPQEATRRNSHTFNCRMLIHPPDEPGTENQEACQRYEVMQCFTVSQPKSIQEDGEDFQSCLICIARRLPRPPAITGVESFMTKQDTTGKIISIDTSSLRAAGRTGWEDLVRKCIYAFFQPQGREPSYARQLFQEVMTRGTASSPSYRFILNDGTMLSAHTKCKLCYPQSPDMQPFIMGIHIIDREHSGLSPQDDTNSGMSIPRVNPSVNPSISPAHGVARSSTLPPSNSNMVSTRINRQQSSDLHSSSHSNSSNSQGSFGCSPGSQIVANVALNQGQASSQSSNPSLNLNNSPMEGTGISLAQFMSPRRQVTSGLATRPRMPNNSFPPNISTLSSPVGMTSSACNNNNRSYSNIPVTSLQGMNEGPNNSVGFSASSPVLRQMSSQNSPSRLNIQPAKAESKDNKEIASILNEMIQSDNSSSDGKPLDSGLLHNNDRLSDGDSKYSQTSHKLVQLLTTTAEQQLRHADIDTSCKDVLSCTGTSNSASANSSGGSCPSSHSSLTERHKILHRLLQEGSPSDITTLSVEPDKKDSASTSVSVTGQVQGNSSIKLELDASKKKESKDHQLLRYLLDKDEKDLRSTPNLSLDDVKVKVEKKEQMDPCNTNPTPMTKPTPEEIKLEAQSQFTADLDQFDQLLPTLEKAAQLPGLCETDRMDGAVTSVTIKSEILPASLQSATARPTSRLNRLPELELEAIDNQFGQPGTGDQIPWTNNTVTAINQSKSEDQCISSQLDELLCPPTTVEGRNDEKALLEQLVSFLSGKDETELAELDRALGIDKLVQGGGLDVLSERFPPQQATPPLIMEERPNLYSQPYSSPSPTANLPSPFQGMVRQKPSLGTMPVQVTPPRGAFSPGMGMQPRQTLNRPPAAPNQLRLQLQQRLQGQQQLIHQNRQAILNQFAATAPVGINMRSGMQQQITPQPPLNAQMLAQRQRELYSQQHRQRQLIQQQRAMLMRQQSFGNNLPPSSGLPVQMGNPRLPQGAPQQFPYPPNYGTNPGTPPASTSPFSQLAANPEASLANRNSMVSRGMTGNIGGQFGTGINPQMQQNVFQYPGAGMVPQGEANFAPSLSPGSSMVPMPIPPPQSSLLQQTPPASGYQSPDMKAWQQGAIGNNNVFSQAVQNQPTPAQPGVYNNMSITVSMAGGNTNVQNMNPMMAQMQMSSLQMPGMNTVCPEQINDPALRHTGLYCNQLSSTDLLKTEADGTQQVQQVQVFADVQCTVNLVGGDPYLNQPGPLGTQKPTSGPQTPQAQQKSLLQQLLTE
LRH-1 inv ag = NR5A2 inverse agonism in reporter assay | O00482 | HEK293T StAR-luciferase reporter, LRH-1 transfected, 24 h | inhibition, % at 3.6 µM | AID 602396 | actives 0.13% (n = 360,000);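 active = inhibition above the mean inhibition of all tested compounds plus 3 SD, cut at about 73% in these data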;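 also: 0% = DMSO wells and 100% = reporter-only cells lacking LRH-1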
TROY NFkB inh = inhibitors of TROY-dependent NF-kB signaling; Q293 LMP1-TROYcd NF-kB luciferase reporter, 4 h; inhibition, % at 10 µM; actives 0.98% (n = 360,000); AID 1347056;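 active = compounds whose plate-normalised and pattern-corrected inhibition of the luciferase reporter signal at the single screening dose is 50% or more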
CF NFkB block = blocks PAF-induced NF-kB reporter in cystic fibrosis cells; inhibition, % at 5 µM; actives 0.86% (n = 360,000); AID 588850; KKLEB NF-kB-GFP reporter, GFP fluorescence overnight;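 active = at least 50% inhibition at 5 µM, scaled per plate between neutral and stimulator controls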;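 also: PAF is a Pseudomonas aeruginosa culture filtrate used as stimulus; plate controls were PAF-stimulated DMSO wells for no effect and unstimulated DMSO wells for full effect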
KKLEB tox = CF airway cell cytotoxicity counter-screen. KKLEB CF airway cells viability, ATPlite luminescence, overnight; stronger effect = lower value; cells stimulated with P. aeruginosa culture filtrate. activity change (cytotoxicity), % at 5 µM. actives 0.36% (n = 360,000). AID 602141;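 active = corrected activity change at or below -50% at 5 µM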
COUP-TFII inh = NR2F2 (human) inhibition, primary screen; actives 0.7% (n = 370,000); AID 686940; inhibition, % at 8.6 µM; P24468; HEK293T NGFI-A luciferase reporter, luminescence;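 active = inhibition above a per-plate cutoff, mean inhibition of test wells between control levels plus 3 SD, cut at about 38% in these data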;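 also: cells cotransfected with COUP-TFII expression vector driving the NGFI-A reporter; 0% = median of COUP-TF2 test wells and 100% = reporter-only cells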
SRC3 inh = human NCOA3 inhibition | Q9Y6Q9 | HEK293 GAL4-SRC3 luciferase reporter, luminescence | inhibition, % at 3.6 µM | actives 0.17% (n = 360,000);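 active = inhibition above a per-campaign cutoff, the mean of all compounds plus 3 SD, cut at about 60% in these data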;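 also: 0% = DMSO-treated cells and 100% = gossypol-treated cells at 36 µM; higher means less SRC3-driven luciferase light from the GAL4 reporter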
Shn3 3UTR inh = Schnurri-3 reporter inhibition in Clone20 osteoblasts; inhibition, % at 12.5 µM; Clone20 osteoblast Shn3 3'UTR firefly luciferase, 24 h; actives 0.52% (n = 360,000); AID 588674;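 active = mean inhibition of at least 75% with every replicate also reaching 75%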;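 also: 0% = median of neutral control wells and 100% = pilot-screen positive control compound; some compounds past the cut are filed as inactive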
EBV LMP1 NFkB = inhibitors of Epstein-Barr LMP1-induced NF-kappaB reporter | inhibition, % at 12.5 µM | LMP1-induced NF-kappaB luciferase reporter cells, luminescence | actives 0.69% (n = 350,000) | AID 504558; in the data active = inhibition above about 41%;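 also: 0% = neutral control wells and 100% = reference inhibitor control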
TWEAK Fn14 block = blocks TWEAK-Fn14 interaction in a reporter cell assay; inhibition, % at 10 µM; actives 2% (n = 360,000); TWEAK-stimulated Fn14 reporter cells, luciferase luminescence, 8 h; AID 1159606; in the data active = inhibition above about 50%
C8 TRAIL sens = caspase-8 TRAIL sensitization; actives 1% (n = 360,000); AID 624354; inhibition (viability loss, TRAIL sensitization), % at 10 µM; NB7+C8 cells + TRAIL, ATPlite viability luminescence;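 active = compounds causing at least 50% loss of cell viability in the single-dose screen, relative to plate controls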
Numbers without * were called inactive; / = not tested or not shown. Some of the compounds tested. The share of hits here may be higher or lower than overall.

SMILES	SRC1 inh	LRH-1 inv ag	TROY NFkB inh	CF NFkB block	KKLEB tox	COUP-TFII inh	SRC3 inh	Shn3 3UTR inh	EBV LMP1 NFkB	TWEAK Fn14 block	C8 TRAIL sens
CCS(=O)(=O)c1ccc(O)c(NC(=O)COc2ccccc2)c1	-3	-18	-1	-2	6	-4	21	12	-5	-2	-3
COc1cc(C(=O)N=c2sc3ccccc3n2C)cc(OC)c1OC	-6	-17	-26	-41	6	0	-33	-22	14	-42	1
O=C(COc1ccc(F)c(Cl)c1)N1CCCCCCC1	-42	-12	-10	1	-3	-1	-19	-30	-1	-3	-27
O=C1CN(C(=O)COC(=O)[C@@H]2CC(O)CN2S(=O)(=O)c2ccc(Cl)cc2)c2ccccc2N1 (stereo not given in full)	6	-16	5	1	-17	-9	-6	-33	4	8	-13
O=C1CS/C(=N/N=C/c2ccco2)N1Cc1ccc(F)cc1	-2	2	9	5	0	2	3	-12	/	-8	-2
O=C1c2ccccc2C(=O)N1CCCON1C(=O)c2ccccc2C1=O	9	0	-18	-8	5	8	1	-6	-4	-10	0
Cc1nn(C)c(C)c1CNC(=O)Nc1cccc(Cl)c1C	-21	-23	-42	-7	-9	-23	-63	-28	0	-3	-7
CCOc1ccc(C(=O)NCC(=O)N2CCCCCCC2)cc1OCC	-10	4	11	5	7	5	-15	-5	-15	0	1
Brc1ccccc1C1=Nn2c(nnc2-c2ccccc2)SC1	-7	26	5	22	-17	1	-2	25	-9	9	-6
O=S(=O)(c1ccccc1)C(Br)S(=O)(=O)c1ccccc1	-6	19	7	0	5	10	2	1	-4	13	-1
O=c1ccnc(Nc2ccc3c(c2)OCCO3)[nH]1	-15	0	9	5	18	9	-12	6	-5	-3	-3
Nn1c(SCC(=O)NC(=O)NCc2ccccc2)nnc1C1CC1	-2	-19	-8	10	-2	19	4	-13	-15	-12	-9
Cc1ccc(S(=O)(=O)N2[C@@H](c3ccc(C(C)(C)C)cc3)C(C(=O)O)=CC[C@H]2c2cccc(Cl)c2)cc1	22	25	81*	20	12	6	26	-17	4	50*	1
Cc1cc(C)c2c(c1)cc(C)c1nnc(SCC(=O)Nc3cc(C)on3)n12	-2	15	19	14	-23	6	21	17	12	11	-6
CCC(=O)Nc1ccc(Cl)c(NC(=S)NC(=O)COc2ccc(Cl)cc2)c1	-13	-4	-17	12	-26	-9	-2	-12	6	-24	1
CC1(c2ccc(C#N)cc2)NC(=O)N(CC(=O)Nc2cc(S(=O)(=O)N3CCOCC3)ccc2Cl)C1=O (stereo not given)	-31	-6	6	17	-3	13	1	-27	1	5	-2
Cc1ccc(N(CC(=O)O)S(=O)(=O)c2cccc3nonc23)cc1	-8	-5	2	11	-2	-6	1	-7	-3	-15	-4
Cc1ccc(C)c2sc(NC(=O)c3nc4ccccc4s3)nc12	-151	-11	-7	14	-19	-5	-7	6	4	-5	19
CCN1CCN(C(=O)c2ccc(Cl)c(S(=O)(=O)N3CCCCCC3)c2)CC1	9	-4	-5	8	4	16	15	24	0	-1	5
CCOC(=O)/C=c1\s/c(=C\c2ccccc2C)c(=O)n1CC(=O)NCc1ccc2c(c1)OCO2	7	6	14	38	-58*	-14	15	14	-3	-1	9
Cc1ccc(C)c(SCc2noc(C(=O)NC(C)C)c2C(=O)O)c1	-10	6	4	-8	-4	7	3	1	2	-75	5
CCOC(=O)C1=C(COC(=O)c2cccnc2Cl)NC(=O)NC1C (stereo not given)	8	-6	3	-9	11	-19	-11	10	4	-8	1
Cc1ccc(CN2CCN(c3ncccn3)CC2)c(C)c1	8	1	15	-1	-12	-4	11	-17	1	1	17
C=CC[C@@H](CC(=O)NCCO)C(=O)N[C@H](C)COC(=O)[C@@H](CC=C)CC(=O)OC(C)(C)C	7	12	-10	11	21	-10	0	-20	-2	15	-9
CC(C)OC(=O)c1sc2nc3c(cc2c1N)C(=O)CCC3	-47	-33	10	-15	25	-22	-40	-126	-27	-44	-10
O=C(NCc1ccncc1)C1=NN(c2ccccc2)C(=O)CC1	-2	18	3	-25	-7	9	19	-6	-7	-4	0
O=C(COC(=O)C1=COCCO1)Nc1ccccc1OC(F)F	14	15	9	1	0	12	18	13	-5	-9	5
O=c1c2cc3ccccc3n2cnn1Cc1ccccc1F	0	-3	18	-4	-9	-7	3	-12	-19	-40	13
COc1ccc(N2C(=O)CC(N3CCN(c4ccc(S(C)(=O)=O)cc4)CC3)C2=O)cc1 (stereo not given)	5	16	8	13	8	-16	17	6	-3	4	3
COc1ccc(-c2n[nH]c(=S)n2N)c(OC)c1	-2	-12	-20	-22	-6	-15	13	0	5	-1	-3
CC1N(C(=O)N2CCOCC2)CCN1S(=O)(=O)c1ccc(Cl)cc1 (stereo not given)	2	-4	-12	7	-4	-10	6	-4	2	-9	-16
COc1ccccc1C(=O)NCCn1cc(SCC(=O)NCC2CCCO2)c2ccccc21 (stereo not given)	-4	0	0	3	6	-10	7	1	16	9	-2

Individual results from the list.
KKLEB tox with `COc1ccc(-c2n[nH]c(=S)n2N)c(OC)c1` = -6
LRH-1 inv ag with `COc1ccccc1C(=O)NCCn1cc(SCC(=O)NCC2CCCO2)c2ccccc21` (stereo not given) = 0
Shn3 3UTR inh with `COc1ccc(N2C(=O)CC(N3CCN(c4ccc(S(C)(=O)=O)cc4)CC3)C2=O)cc1` (stereo not given) = 6

(cont.)
SMILES	SRC1 inh	LRH-1 inv ag	TROY NFkB inh	CF NFkB block	KKLEB tox	COUP-TFII inh	SRC3 inh	Shn3 3UTR inh	EBV LMP1 NFkB	TWEAK Fn14 block	C8 TRAIL sens
COc1ccc(NC(C)=O)cc1NS(=O)(=O)c1cn(C)c(=O)n(C)c1=O	-13	-11	-7	8	-8	0	19	-12	-1	7	2
COc1ccc(CN2C(=O)c3cccnc3C2=O)cc1S(=O)(=O)N(C)c1cccc(C)c1	10	-12	2	0	-22	6	-4	-7	1	-16	-1
CCN(CC)S(=O)(=O)c1cccc(NC(=O)COc2ccc(F)cc2Br)c1	6	-5	22	-4	-14	14	5	22	0	-7	-1
Cc1ccc(NC(=O)CC(=O)Nc2ccc(C)cc2)cc1	-35	14	3	-5	-2	-10	3	-2	7	-5	1
O=C(O)CCSC(=S)N1CCOCC1	6	-8	4	-15	2	4	20	-19	2	6	0
COc1ccc(CCNC(=O)C/C(C)=N/NC(=O)C23CC4CC(CC(C4)C2)C3)cc1OC	-17	-23	-33	16	-23	-18	-12	13	-3	-14	22
CCN(CC)CCCn1c(=S)[nH]c2ccc(Cl)cc2c1=O	9	-20	-15	-6	7	-2	18	-8	5	9	-4
Cc1n[nH]c(C)c1C(=O)CC1(O)C(=O)N(Cc2ccccc2)c2ccc(Br)cc21 (stereo not given)	-3	-16	12	11	-4	13	11	-12	3	-6	-7
CCN(CC)CCN1C(=O)C2C3c4ccccc4C(c4ccccc43)C2C1=O (stereo not given)	-3	-9	-23	-2	-8	9	-15	16	-8	4	-1
CC(C)(C)C1=CC(=O)C(=O)C(C(C)(C)C)=C1	7	-2	5	40	-13	/	3	-3	5	15	14
Nc1ccc(-n2nc3ccccc3n2)cc1	-61	-115	-49	-10	11	-3	-25	-29	-1	19	12
CSc1ccc(CN2CCC(Oc3cccc(C(=O)N4CCCC4)c3)CC2)cc1	-2	-4	12	6	-9	23	7	15	13	5	1
CCc1nc(SCC(=O)Nc2nnc(CC)s2)c2c(=O)n(C)c(=O)n(C)c2n1	11	10	10	-13	1	22	12	67	8	9	4
CC1(C)CC(NC(=O)C2CCN(S(=O)(=O)c3cccc(C(F)(F)F)c3)CC2)CC(C)(C)N1	-4	-2	9	-10	-4	3	-1	-5	-3	14	4
CCN(CC)CCNC(=O)CCc1c(C)nc2c(c(C)nn2-c2ccc(C)cc2)c1C	-5	-21	-21	17	-11	-22	-7	-63	-20	-13	25
COc1ccc(-c2cc(C(=O)N3CCCC3)no2)cc1	-60	-115	59*	8	-8	-9	-59	4	50*	57*	62*
CCOC(=O)Nc1ccc2c(c1)N(C(=O)CN1CCN(C)CC1)c1ccccc1S2	4	4	-3	15	-7	13	11	15	1	20	-9
Cc1cc(SC2CCOC2=O)nc2ccccc12 (stereo not given)	-8	-5	-1	-3	1	-5	-50	1	4	3	-5
Cn1cccc1Cc1nnc(SCC(=O)N2CCc3ccccc32)n1CCc1ccccc1	4	21	2	14	-20	27	19	37	-6	25	15
Cc1cc(C)n(S(=O)(=O)c2cccc(Cl)c2Cl)n1	11	-4	9	2	4	-12	22	-20	-3	-8	10
COc1ccc(-c2nn(-c3ccccc3)cc2/C=C(\C#N)S(=O)(=O)c2ccccc2)cc1OC	-5	1	-19	6	4	10	17	-6	5	-10	6
Cc1ccc(-c2cc(C(=O)OC3CCOC3=O)c3ccccc3n2)c(C)c1 (stereo not given)	-4	-4	-12	-5	8	-5	-22	30	4	-18	-19
CC(C)N1C(=O)CCC1C(=O)N1CCC(Cc2ccccc2)CC1 (stereo not given)	-20	-8	0	-2	9	-5	-11	0	-1	-2	-12
Cc1cccc(NC(=O)C2CC(=O)N(c3ccc4c(c3)OCCO4)C2)n1 (stereo not given)	-12	5	0	0	-5	-12	-18	-10	-10	8	-1
c1ccc(C2=NCCCO2)cc1	-20	-3	5	20	-8	-2	-15	12	-1	3	0
CC1CN(S(=O)(=O)c2cn(C)c(=O)n(C)c2=O)CC(C)O1 (stereo not given)	11	-23	-6	0	4	-18	14	-14	-4	-9	0
CCOc1cc(NC(=S)NCC2CCCO2)c(OCC)cc1NC(=O)c1ccccc1F (stereo not given)	7	6	-16	-7	16	8	-24	19	3	-12	-2
O=C(NCc1ccco1)c1ccc(COc2cc(Cl)ccc2Cl)cc1	-4	-22	-6	-6	-5	-13	-21	-5	8	-1	-2

Complete entries, quoted from the list.
Profile of O=C(COC(=O)C1=COCCO1)Nc1ccccc1OC(F)F → SRC1 inh: 14; LRH-1 inv ag: 15; TROY NFkB inh: 9; CF NFkB block: 1; KKLEB tox: 0; COUP-TFII inh: 12; SRC3 inh: 18; Shn3 3UTR inh: 13; EBV LMP1 NFkB: -5; TWEAK Fn14 block: -9; C8 TRAIL sens: 5
Profile of Cc1ccc(C)c2sc(NC(=O)c3nc4ccccc4s3)nc12 → SRC1 inh: -151; LRH-1 inv ag: -11; TROY NFkB inh: -7; CF NFkB block: 14; KKLEB tox: -19; COUP-TFII inh: -5; SRC3 inh: -7; Shn3 3UTR inh: 6; EBV LMP1 NFkB: 4; TWEAK Fn14 block: -5; C8 TRAIL sens: 19

Some entries already given, showing only CF NFkB block, Shn3 3UTR inh and TWEAK Fn14 block.
smiles	CF NFkB block	Shn3 3UTR inh	TWEAK Fn14 block
CCOc1ccc(C(=O)NCC(=O)N2CCCCCCC2)cc1OCC	5	-5	0
CCOc1cc(NC(=S)NCC2CCCO2)c(OCC)cc1NC(=O)c1ccccc1F (stereo not given)	-7	19	-12
Brc1ccccc1C1=Nn2c(nnc2-c2ccccc2)SC1	22	25	9
Cc1ccc(CN2CCN(c3ncccn3)CC2)c(C)c1	-1	-17	1
